ABHD5 PLIN5 PPI: inhibitors of human ABHD5-perilipin-5 interaction | 0.78% of 360,000 active | Split G. princeps luciferase complementation, luminescence, 4 h | AID 602281 | Q00G26+Q8WTS1 | inhibition, % at 4 µM;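 active means inhibition above the mean inhibition across every tested compound plus 3 SD, cut at about 22% in these data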;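 further: 0% = DMSO only wells and the 100% control is not disclosed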
PDI turbidity: PDI (human) enzyme inhibition. P07237. inhibition, % at 10 µM. 0.052% of 350,000 active. PDI insulin aggregation turbidity, A650, 90 min. AID 588391;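 active means mean inhibition across replicates of 30% or more, whatever share of single replicates reach that level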;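 further: absorbance from insulin aggregation driven by PDI reduction with DTT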
MC4R antagonist: blocks human MC4R cAMP signaling. inhibition, % at 6.5 µM. P32245. 0.48% of 360,000 active. MC4R-expressing cells, MTII-stimulated cAMP, LANCE TR-FRET;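 active means inhibition above its plate's cutoff, the mean of tested wells on that plate plus 3 SD, cut at about 29% in these data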;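 further: 0% = Melanotan II alone and 100% = Melanotan II plus saturating MCL0020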
Target sequence (P32245 whole entry, looked up): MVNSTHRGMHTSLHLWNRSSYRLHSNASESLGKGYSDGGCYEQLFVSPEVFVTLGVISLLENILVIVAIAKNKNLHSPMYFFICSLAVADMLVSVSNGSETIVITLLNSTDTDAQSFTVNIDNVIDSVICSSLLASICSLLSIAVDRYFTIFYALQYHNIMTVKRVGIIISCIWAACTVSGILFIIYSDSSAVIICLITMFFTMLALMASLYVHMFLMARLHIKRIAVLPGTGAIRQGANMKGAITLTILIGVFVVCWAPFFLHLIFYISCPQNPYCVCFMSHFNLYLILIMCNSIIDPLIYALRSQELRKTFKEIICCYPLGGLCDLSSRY
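system = U2OS cells with stable human MC4R expression | also added = Melanotan II challenge after compound preincubation | dosing = one concentration, 6.5 µM nominal | incubation = compound 30 min, challenge 1 h, detection 1 h | measured by = TR-FRET with Eu-cAMP and labeled anti-cAMP, 671 nm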
MC4R barr agon: human MC4R agonism via beta-arrestin | P32245 | U2OS MC4R beta-arrestin complementation, luminescence; percent of melanotan II response, DMSO zero | activation, % at 8.9 µM | 0.98% of 360,000 active;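 active means activation above a per-plate cutoff, the mean activation of sample wells on that plate plus 3 SD, cut at about 8% in these data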
CaV13 FRET inh: Primary screen for inhibitors of IQ motif and Ca2+-dependent inactivation inhibitor domain binding in CACNA1D, Förster resonance energy transfer in living cells, …. HEK cells, CFP/YFP FRET ICDI-IQ, plate reader, 10 min; percent FRET-ratio fall versus neutral wells. inhibition, % at 12.3 µM. 0.098% of 340,000 active. AID 743397;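 active means mean replicate inhibition of at least 30% and at least 1% of replicates passing that level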;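 further: 0% = median of the neutral control wells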
HTR2A ag: agonists of mouse serotonin 5-HT2A receptor (HTR2A); activation, % at 7.6 µM; P35363; CHO-K1 mHTR2A beta-arrestin complementation, luminescence; percent of 30 µM serotonin response; AID 624169; 0.66% of 360,000 active;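 active means activation above a run cutoff, the mean activation of all tested compounds plus 3 SD, cut at about 14% in these data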;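 further: 0% = plate median of compound wells and 100% = 30 µM serotonin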
Target sequence (P35363 whole entry, looked up): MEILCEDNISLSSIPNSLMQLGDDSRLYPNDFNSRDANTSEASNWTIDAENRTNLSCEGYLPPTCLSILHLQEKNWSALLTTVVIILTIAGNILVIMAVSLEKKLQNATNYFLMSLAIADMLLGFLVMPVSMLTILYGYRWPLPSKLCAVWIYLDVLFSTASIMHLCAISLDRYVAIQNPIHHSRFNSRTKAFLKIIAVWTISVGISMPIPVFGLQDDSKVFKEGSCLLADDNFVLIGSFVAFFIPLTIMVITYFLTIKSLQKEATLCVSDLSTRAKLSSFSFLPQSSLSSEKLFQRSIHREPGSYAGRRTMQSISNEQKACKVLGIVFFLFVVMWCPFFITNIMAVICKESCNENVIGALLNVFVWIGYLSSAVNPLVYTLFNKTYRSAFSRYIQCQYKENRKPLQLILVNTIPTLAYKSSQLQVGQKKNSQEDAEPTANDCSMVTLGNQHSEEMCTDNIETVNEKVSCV
Granule exo inh: blocks lytic granule exocytosis; TALL-104 LAMP-1 surface exposure, flow cytometry; cells stimulated with thapsigargin and PMA; AID 651702; 0.66% of 360,000 active; inhibition, % at 10 µM;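 active means inhibition above about 55%, limit read from the data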
ABCB6 inh MLPCN: inhibitors of human ABC transporter ABCB6; 0.19% of 360,000 active; Q9NP58; fluorescence ratio to DMSO, % at 10 µM; K562-ABCB6 porphyrin accumulation, flow cytometry, 1 h; stronger effect = lower value;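 active means fluorescence ratio to DMSO below 75%, the collection mean minus 3 SD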;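 further: signal is porphyrin accumulated inside mitochondria; 100% equals median channel fluorescence of DMSO control wells; lower ratio means ABCB6 inhibition with less porphyrin fluorescence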
Glyco luc inh: N-linked glycosylation inhibition. reporter increase, % at 12.5 µM. 0.23% of 360,000 active. D54 ERlucT glycosylation luciferase reporter, 24 h; percent of 100 nM tunicamycin response. AID 588692;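 active means mean luciferase reporter signal, scaled so untreated is 0 and the glycosylation-blocking control 100, at or above a set limit in every replicate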;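 further: luciferase carries N-glycosylation sites so blocking glycosylation raises the light; 0% = median of neutral control wells and 100% = median of 100 nM tunicamycin wells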
H9c2 protect: modulators protecting cardiomyocytes from myocardial damage. H9c2 cardiomyocytes, H2O2 injury protection, ATPLite, 2 h. protection from H2O2 cell death, % at 20 µM. 0.63% of 360,000 active;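 active means compounds giving at least 50% protection of heart cells from peroxide-induced death in the single-dose screen, raw or plate-pattern-corrected value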;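 further: 0% = DMSO wells with peroxide and 100% = DMSO wells without peroxide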
Numbers without * were called inactive; nt = no result given. No enrichment for hits; about 4.2% have a hit in one of these screens.

SMILES	ABHD5 PLIN5 PPI	PDI turbidity	MC4R antagonist	MC4R barr agon	CaV13 FRET inh	HTR2A ag	Granule exo inh	ABCB6 inh MLPCN	Glyco luc inh	H9c2 protect
COc1cc(OC)cc(N(C(=O)c2snc(C(N)=O)c2N)C(C(=O)NCC2CCCO2)c2ccc(C)o2)c1 (configuration not stated)	9	2	-6	-1.7	-2	-1	-1	102	-1	0
CCOc1ccc(/C=C(\C#N)C(=O)NCC2CCCO2)cc1OCC (configuration not stated)	-5	1	9	0.9	-5	5	-8	102	2	2
CC(C)(C)C(=O)/C=C1\NC(=O)CS1	5	-2	6	-1.6	nt	-2	-5	98	-1	3
COc1ccc(N(C)S(=O)(=O)c2cccc(C(=O)N3CCN(S(=O)(=O)c4ccc(C)cc4)CC3)c2)cc1	8	-4	7	-0.4	-1	6	5	98	-5	4
COC(=O)c1ccc(-n2cc(-c3ccc(OC)cc3)[nH]c2=S)cc1	-10	-11	-3	1.0	-6	-2	1	100	1	-4
C/C(=N\N(C)C)c1ccc(OCCOc2ccc([N+](=O)[O-])cc2)cc1	2	-12	-3	-2.4	-3	0	20	94	0	1
COc1ccccc1CNc1ncnc2sccc12	9	12	-10	1.4	-2	8	14	98	3	-14
NC(=O)CSc1nnc(COc2cccc3ccccc23)o1	6	0	12	-2.0	-1	-2	-12	98	-1	-1
ONC=Nc1cccc2nonc12	-6	0	0	-0.6	-5	-2	-1	96	1	-4
CN1CCc2c(sc3c2c(=O)n(-c2ccccc2)c2n[nH]c(=S)n32)C1	6	-10	1	-1.6	-5	0	-2	96	0	1
Cc1cccc(N2CCN(C(=S)Nc3ccc4nc(N5CCN(C)CC5)cc(C)c4c3)CC2C)c1 (configuration not stated)	25*	-5	-5	14*	-2	1	29	95	20	-25
COc1ccc(S(=O)(=O)N2CCN(C(=S)Nc3ccc(S(N)(=O)=O)cc3)CC2)cc1	1	-13	0	-3.2	-6	-2	-1	94	1	-5
CC1=Nc2ccccc2/C1=C/c1nc(-c2ccc(C)s2)oc1O	14	-3	10	-2.4	-9	-2	5	113	-1	-2
CCOC(=O)C1C(=O)NC(c2ccccc2)=NC1c1ccc(OC)cc1 (configuration not stated)	-1	3	11	-2.9	-4	1	2	99	4	-5
CC(=O)Nc1ccc(NC(=O)CSc2ncnc3sc(C)c(C)c23)cc1	9	6	4	-2.2	-5	8	-9	94	0	-2
CCOC(=O)c1c(NC(=O)COc2cccc3c2CCN(C)C3=O)sc2c1CCC2	-1	3	30*	8.7*	-18	0	-6	92	-6	-14
CO/N=C/c1c(-c2ccc(Cl)cc2)nc2cc(C)ccn12	0	-5	0	-2.1	-4	-2	3	99	-3	-6
Fc1ccc(CSc2nnc(-c3ccccn3)o2)cc1	0	-3	-1	-0.3	-5	0	-5	100	-6	-9
Cc1ccc2nc(Nc3ccccc3O)nc(-c3ccccc3)c2c1	-18	10	-1	-1.4	-7	-4	-1	94	1	-6
Cc1ccc(S(=O)(=O)Nc2ccc(NC(=O)CN3CCCCC3)cc2)cc1	3	2	4	-1.5	nt	-6	-2	99	-2	1

As a short view, some entries already given:
SMILES	ABHD5 PLIN5 PPI	PDI turbidity	MC4R antagonist	MC4R barr agon	CaV13 FRET inh	HTR2A ag	Granule exo inh	ABCB6 inh MLPCN	Glyco luc inh	H9c2 protect
COc1cc(OC)cc(N(C(=O)c2snc(C(N)=O)c2N)C(C(=O)NCC2CCCO2)c2ccc(C)o2)c1 (configuration not stated)	9	2	-6	-1.7	-2	-1	-1	102	-1	0
CCOc1ccc(/C=C(\C#N)C(=O)NCC2CCCO2)cc1OCC (configuration not stated)	-5	1	9	0.9	-5	5	-8	102	2	2

(continued)
SMILES	ABHD5 PLIN5 PPI	PDI turbidity	MC4R antagonist	MC4R barr agon	CaV13 FRET inh	HTR2A ag	Granule exo inh	ABCB6 inh MLPCN	Glyco luc inh	H9c2 protect
CC1CCCCN1CCCNC(=O)C1CCCN(c2ncnc3c2nc2n3CCCCC2)C1 (configuration not stated)	0	-3	2	-1.8	-16	-1	3	95	0	-2
O=C(/C=C(/c1ccc(Cl)cc1)n1cncn1)c1ccccc1	0	-1	5	-3.3	-4	2	-5	96	3	7
CC(C)c1nnc(NC(=O)c2ccc3ccccc3c2)s1	1	-7	-3	2.6	-3	0	-2	98	-12	-1
CC(C)COc1ccc(/C(O)=C2/C(=O)C(=O)N(CCN(C)C)C2c2ccncc2)cc1 (configuration not stated)	-4	15	1	-1.3	nt	-3	-2	98	1	-2
NS(=O)(=O)c1ccc(NC(=O)COC(=O)CCCN2C(=O)c3cccc4cccc(c34)C2=O)cc1	-5	5	18	-2.9	-6	-2	3	98	0	7
CN1CCN(C(=O)C23CCC(C)(C(=O)C2Br)C3(C)C)CC1 (configuration not stated)	9	1	8	-0.2	2	3	-6	94	1	4
Cc1ccc(OCC(=O)Nc2ccc(C)c(F)c2)c([N+](=O)[O-])n1	-5	2	-6	-3.8	-6	-4	-6	94	2	-4
C/C(N)=C(/C#N)C(=O)CSc1nc(-c2ccccc2)c(-c2ccccc2)o1	-3	4	2	2.0	-5	-3	-4	94	-1	-5
Cc1cc2nc(C(F)(F)F)cc(-c3cccs3)n2n1	-1	-5	0	-0.8	3	5	1	90	1	-2
CC1(C)Cc2c(sc3ncnc(N)c23)CO1	-8	-1	4	0.1	-8	1	0	82	-1	-6
O=C(C(=O)N1CCC(Cc2ccccc2)CC1)c1cccc(Br)c1	-8	nt	nt	nt	-3	-4	-1	nt	nt	nt
COc1ccc(OCC(=O)OCC(=O)NCC2CCCCC2)cc1	15	-8	-4	-1.3	-6	-7	-14	98	0	-2
CCc1ccc(S(=O)(=O)c2ccc(-n3nc(C)cc3N)cc2)cc1	-1	-4	5	-1.8	-7	1	-1	99	-1	-4
Cc1cc(C)nc(SCc2cc(=O)c(OC(=O)c3ccc(S(=O)(=O)N(C)C)cc3)co2)n1	1	-2	11	-2.5	-11	-1	-2	97	3	0
O=C(CSC1=NS(=O)(=O)c2ccccc2N1)Nc1ccccc1F	3	18	4	-0.4	-7	-8	-2	96	4	-3
CCn1c(=O)cc(OCC(=O)NC2CC2)c2ccccc21	-7	-3	16	-2.0	-2	-4	-1	118	6	7
Cc1cccnc1NC1(C(F)(F)F)N=C(c2ccccc2)NC1=O (configuration not stated)	2	9	2	-1.6	-5	6	0	99	3	1
Nc1nonc1C(=O)OCC(=O)N1CCCCC1	8	3	1	-0.2	nt	-5	1	88	3	4
Cc1ccc(CNC(=O)C2CCN(S(=O)(=O)c3cccs3)CC2)o1	14	16	-6	-0.5	-9	5	-2	99	-3	4
CC1(C)CC(NS(=O)(=O)c2ccc3ccccc3c2)CC(C)(C)N1	19	-7	-3	2.2	-6	4	-6	104	-1	0

16 consecutive compounds out of the list so far:
SMILES	ABHD5 PLIN5 PPI	PDI turbidity	MC4R antagonist	MC4R barr agon	CaV13 FRET inh	HTR2A ag	Granule exo inh	ABCB6 inh MLPCN	Glyco luc inh	H9c2 protect
NS(=O)(=O)c1ccc(NC(=O)COC(=O)CCCN2C(=O)c3cccc4cccc(c34)C2=O)cc1	-5	5	18	-2.9	-6	-2	3	98	0	7
CN1CCN(C(=O)C23CCC(C)(C(=O)C2Br)C3(C)C)CC1 (configuration not stated)	9	1	8	-0.2	2	3	-6	94	1	4
Cc1ccc(OCC(=O)Nc2ccc(C)c(F)c2)c([N+](=O)[O-])n1	-5	2	-6	-3.8	-6	-4	-6	94	2	-4
C/C(N)=C(/C#N)C(=O)CSc1nc(-c2ccccc2)c(-c2ccccc2)o1	-3	4	2	2.0	-5	-3	-4	94	-1	-5
Cc1cc2nc(C(F)(F)F)cc(-c3cccs3)n2n1	-1	-5	0	-0.8	3	5	1	90	1	-2
CC1(C)Cc2c(sc3ncnc(N)c23)CO1	-8	-1	4	0.1	-8	1	0	82	-1	-6
O=C(C(=O)N1CCC(Cc2ccccc2)CC1)c1cccc(Br)c1	-8	nt	nt	nt	-3	-4	-1	nt	nt	nt
COc1ccc(OCC(=O)OCC(=O)NCC2CCCCC2)cc1	15	-8	-4	-1.3	-6	-7	-14	98	0	-2
CCc1ccc(S(=O)(=O)c2ccc(-n3nc(C)cc3N)cc2)cc1	-1	-4	5	-1.8	-7	1	-1	99	-1	-4
Cc1cc(C)nc(SCc2cc(=O)c(OC(=O)c3ccc(S(=O)(=O)N(C)C)cc3)co2)n1	1	-2	11	-2.5	-11	-1	-2	97	3	0
O=C(CSC1=NS(=O)(=O)c2ccccc2N1)Nc1ccccc1F	3	18	4	-0.4	-7	-8	-2	96	4	-3
CCn1c(=O)cc(OCC(=O)NC2CC2)c2ccccc21	-7	-3	16	-2.0	-2	-4	-1	118	6	7
Cc1cccnc1NC1(C(F)(F)F)N=C(c2ccccc2)NC1=O (configuration not stated)	2	9	2	-1.6	-5	6	0	99	3	1
Nc1nonc1C(=O)OCC(=O)N1CCCCC1	8	3	1	-0.2	nt	-5	1	88	3	4
Cc1ccc(CNC(=O)C2CCN(S(=O)(=O)c3cccs3)CC2)o1	14	16	-6	-0.5	-9	5	-2	99	-3	4
CC1(C)CC(NS(=O)(=O)c2ccc3ccccc3c2)CC(C)(C)N1	19	-7	-3	2.2	-6	4	-6	104	-1	0

Continued.
SMILES	ABHD5 PLIN5 PPI	PDI turbidity	MC4R antagonist	MC4R barr agon	CaV13 FRET inh	HTR2A ag	Granule exo inh	ABCB6 inh MLPCN	Glyco luc inh	H9c2 protect
Cc1cc(O)cc(O)c1C(=O)Cc1cscn1	-2	3	6	-2.8	-7	-2	2	84	1	9
CC(C)(C)NS(=O)(=O)c1cnc(Cl)c(Cl)c1	-1	3	11	2.6	nt	5	6	112	-2	1
O=C(O)c1cc(-n2cccc2)ccc1N1CCOCC1	-3	1	4	-0.8	-2	3	-10	101	2	0
C#CCOCCOCCOCCNc1nc(N2CCN(C(=O)CCCCCCCCCCNC(=O)Cn3cc(C[C@@H](C)O)nn3)CC2)nc(N2CCN(C(=O)CCCCCCCCCCNC(=O)[C@H](CO)n3cc(CCCSC)nn3)CC2)n1	18	-6	8	-0.5	-12	3	-10	95	8	36
Cc1cccc(N2CCN(C(=O)CN3C(=O)NC4(CCCCCC4)C3=O)CC2)c1C	3	9	8	-1.1	-6	3	10	100	1	-11
Cc1ccccc1N1CCN(C(=O)c2cc(-c3ccccc3)nc3c2cnn3C(C)C)CC1	4	-2	6	0.4	-6	3	-24	116	2	5

Compound activity as filed in PubChem.
